Gal4-VP16 FLuc: counter-screen for ROR gamma inhibitors: Gal4-VP16 reporter. Drosophila S2 Gal4-VP16 UAS-luciferase, luminescence, 20 h. Potency, µM (top dose mostly 53.6 µM), inactives show at the top dose activity, negative = inhibition, most hits filed as inhibitors. 310,000 tested, 3.5% active. AID 2546;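 note: Gal4-VP16 expression switched on by copper sulfate through the metallothionein promoter; % is set by controls: 0 for no effect and ±100 for the full control effect; nearly all actives have a fitted effect of over 50% in size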
p53 reactivator: mutant p53 re-activation in reporter cells; AID 504706; 320,000 tested, 0.063% active; H1299 p53-A138V BP100-luciferase reporter, luminescence, 24 h; Potency, µM (titrated, usually from 92.2 µM), without a hit: at the highest dose activity change, positive = activation, hits mostly activators; note: % of control where 0% means no effect; nearly all actives have a fitted effect of over 45% in size
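H1299 (p53-null), stable ts p53-A138V + BP100-Luc; 1000 cells/well, Opti-MEM/10% FBS; cpd 4 pt, 1:5; 24 h, 37 deg C, 5% CO2; detection reagent 10 min RT; luminescence.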
BRCA1 expr act: increases BRCA1 expression. MCF7-BRCA1-FFLuc reporter, luminescence, 48 h; response scale: scaled: vehicle 0%, 10 µM genistein 100%. Potency, µM (highest dose often 46.1 µM), for the others: top-dose activation, actives largely listed as activators. 380,000 tested, 1.1% active. AID 624202; note: nearly all actives have a fitted effect of over 80% in size; some results filed as inactive show a strong effect at the top dose
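Luminescence from a BRCA1-driven firefly luciferase in MCF7 cells was the read-out, taken 15 min after substrate addition following 48 h compound exposure at 37 °C. Data were normalized to a 10 microM genistein control and DMSO vehicle.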
Rab9 prom act: activates the Rab9 promoter; Huh7 Rab9 promoter-luciferase reporter, luminescence, 24 h; Potency, µM (top dose mostly 9.22 µM), for the others: top-dose activation, negative = inhibition, hits mostly activators; 320,000 tested, 2.8% active; AID 485297; note: % of control where 0% means no effect; nearly all actives have a fitted effect of over 60% in size
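Luminescence from Amplite-detected luciferase (10 minutes, ambient) reports Rab9 promoter activation. Before that, stable Rab9-luciferase Huh7 cells (1500/well, reduced-serum OP-MEM I plus 10% FBS) were exposed to compound for 24 hours at 37C.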
MBNL1 CUG block: MBNL1-poly(CUG) RNA binding inhibition | 280,000 tested, 0.036% active | Potency, µM (top dose mostly 57.5 µM), inactives show at the top dose activity change, negative = inhibition, usual class: inhibitors | TR-FRET MBNL1-His/biotin-(CUG)12 binding, 665/545 ratio | AID 2675; active = well fitted inhibition curve with a large enough effect in the signal ratio, with a control signal flat, not every such curve was filed as active; inconclusive = small, poorly fitted or top-dose-only effect, or effect the other way, or a change in a side signal; inactive = no such curve, though single readings can be large or run the other way; the % refers to the signal ratio; note: % is set by controls: 0 for no effect and ±100 for the full control effect
Target sequence (Q9NR56 whole entry, looked up): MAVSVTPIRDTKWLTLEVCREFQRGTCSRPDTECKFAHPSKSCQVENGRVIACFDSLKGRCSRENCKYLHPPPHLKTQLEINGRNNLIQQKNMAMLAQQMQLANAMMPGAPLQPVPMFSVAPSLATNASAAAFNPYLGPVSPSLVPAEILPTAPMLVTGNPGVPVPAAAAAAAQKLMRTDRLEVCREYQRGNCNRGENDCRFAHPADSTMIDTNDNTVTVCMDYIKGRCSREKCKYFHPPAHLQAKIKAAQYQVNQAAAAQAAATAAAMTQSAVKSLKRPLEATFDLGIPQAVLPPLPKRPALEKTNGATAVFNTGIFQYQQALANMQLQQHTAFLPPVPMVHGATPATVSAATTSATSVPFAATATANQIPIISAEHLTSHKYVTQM
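Ratiometric TR-FRET (665 over 545 nm, excitation 340 nm) tracks disruption of MBNL1-His/biotin-(CUG)12 complex after 60 min at room temperature, with compounds at 92 nM to 58 uM final.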
NPC1 promoter act: activates the NPC1 promoter. Huh7 NPC1 promoter luciferase reporter, 24 h. Potency, µM (highest dose often 9.22 µM), without a hit: top-dose activation, most hits filed as activators. 320,000 tested, 2.4% active. AID 485313;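 note: % of control where 0% means no effect; nearly all actives have a fitted effect of over 60% in size; reporter is driven by a mutant NPC1 promoter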
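Stable NPC1-promoter luciferase Huh7 line; cpd (DMSO) 24 h, 37 °C, 5% CO2; Amplite luciferase reagent 10 min RT; luminescence readout. qHTS format.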
FLuc counter: inhibits or activates purified firefly luciferase, miR-21 counter-screen | 360,000 tested, 6.9% active | Potency, µM (doses to about 57.5 µM), for the others: at the top dose activity change, negative = inhibition, usual class: inhibitors | AID 588342 | purified FLuc, Km substrates, luminescence inhibition;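 note: plate controls were vehicle for no effect and reference inhibitor for full effect; nearly all actives have a fitted effect of over 55% in size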
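Purified P. pyralis luciferase (10nM final) with 10uM D-luciferin and 10uM ATP (Km levels) in 50mM Tris acetate pH 7.5, 10mM Mg acetate, 0.01% Tween-20, 0.05% BSA; qHTS 6-point titration, ~60 µM downward; luminescence read.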
ELG1 genotox: genotoxicity induction in ELG1-luciferase HEK293T cells; HEK293T ELG1-luciferase reporter, luminescence, 16 h; Potency, µM (highest dose often 46 µM), without a hit: top-dose activity change, positive = activation, actives largely listed as activators; 330,000 tested, 1.3% active; AID 504466; note: % of control where 0% means no effect; nearly all actives have a fitted effect of over 60% in size
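After overnight (16 hr) compound treatment at 37 °C, ELG1-luciferase HEK293T cells were lysed with ONE-Glo; luminescence quantified 30 min later at room temperature.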
RORgamma inh: blocks mouse ROR gamma transcriptional activity. AID 2551. 310,000 tested, 5.4% active. Potency, µM (highest dose often 53.6 µM), without a hit: top-dose activity change, negative = inhibition, most hits filed as inhibitors. Drosophila S2 Gal4-RORgamma UAS-luciferase reporter, 20 h. P51450; note: % is set by controls: 0 for no effect and ±100 for the full control effect; nearly all actives have a fitted effect of over 60% in size
Target sequence (P51450 whole entry, looked up, the tested form may be a part): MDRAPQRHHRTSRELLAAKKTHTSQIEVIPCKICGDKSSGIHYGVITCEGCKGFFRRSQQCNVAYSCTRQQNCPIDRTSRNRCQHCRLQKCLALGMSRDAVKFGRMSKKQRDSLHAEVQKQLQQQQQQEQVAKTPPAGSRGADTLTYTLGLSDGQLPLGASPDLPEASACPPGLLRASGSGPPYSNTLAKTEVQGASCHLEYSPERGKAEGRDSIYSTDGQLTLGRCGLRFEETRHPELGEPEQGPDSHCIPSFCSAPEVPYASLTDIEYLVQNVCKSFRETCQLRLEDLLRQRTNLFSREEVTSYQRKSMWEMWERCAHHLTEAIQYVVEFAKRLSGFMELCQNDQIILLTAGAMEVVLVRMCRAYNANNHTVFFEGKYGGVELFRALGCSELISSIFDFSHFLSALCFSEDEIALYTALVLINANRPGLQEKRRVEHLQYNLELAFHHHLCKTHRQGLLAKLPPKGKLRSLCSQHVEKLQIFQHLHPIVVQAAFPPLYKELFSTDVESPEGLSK
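Read-out: Photinus luciferase luminescence; inhibitors lower reporter signal. Insect Schneider cells with Gal4-ROR gamma fusion under metallothionein promoter, UAS reporter; 700 uM final copper sulfate induction, 20 hr, ambient temperature.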
uPA generation: blocks generation of uPA at the cell surface; 330,000 tested, 0.31% active; cell surface uPA generation assay, qHTS; AID 540303; Potency, µM (highest dose often 38.3 µM), for the others: top-dose activity change, negative = inhibition, actives largely listed as inhibitors; active = well fitted inhibition curve with a large enough effect; inconclusive = small, poorly fitted or top-dose-only effect; inactive = no such curve, though single readings can be large or run the other way; tested in mouse RAW 264.7 cells; note: % is set by controls: 0 for no effect and ±100 for the full control effect; nearly all actives have a fitted effect of over 55% in size
An asterisk follows results filed as active; ? = inconclusive; · = not tested or not shown; & = joins results of further samples; [ ] = another dose, or the depositor's remark. Unless noted, calls come from the whole dose curve; as a rule, active = well fitted curve in the direction sought with a large enough effect; inconclusive = small, poorly fitted or top-dose-only effect, or another doubt; inactive = no such curve, though single readings can be large; an effect the other way counts as inactive or inconclusive. Potency is the fitted concentration of half-maximal effect. Outcome played no part in choosing rows, and some 13% of all compounds hit somewhere here.

Sample of the layout (two entries):
SMILES	Gal4-VP16 FLuc	p53 reactivator	BRCA1 expr act	Rab9 prom act	MBNL1 CUG block	NPC1 promoter act	FLuc counter	ELG1 genotox	RORgamma inh	uPA generation
Cc1ccc(-n2sc3ccccc3c2=O)cc1S(=O)(=O)N1CCCCC1	·	28%	2%	8%	9%	1%	19µM*	-8%	0%[0.365 µM]	?
COc1cc(NC(=S)NC(=O)c2ccccc2F)ccc1NC(=O)c1cccs1	-18%	1%	22%	2%	-8%	3%	-12%	11%	?	-6%

All compounds of this part, repeating the preview:
SMILES	Gal4-VP16 FLuc	p53 reactivator	BRCA1 expr act	Rab9 prom act	MBNL1 CUG block	NPC1 promoter act	FLuc counter	ELG1 genotox	RORgamma inh	uPA generation
Cc1ccc(-n2sc3ccccc3c2=O)cc1S(=O)(=O)N1CCCCC1	·	28%	2%	8%	9%	1%	19µM*	-8%	0%[0.365 µM]	?
COc1cc(NC(=S)NC(=O)c2ccccc2F)ccc1NC(=O)c1cccs1	-18%	1%	22%	2%	-8%	3%	-12%	11%	?	-6%
COc1ccc(Cn2c(-c3ccc(OC)cc3)nc3ccccc32)cc1	?	-12%	-26%	-2%	-7%	-2%	?	-4%	11µM*	-2%
c1ccc(C(c2ccccc2)c2ccn[nH]2)cc1	-7%	16%	2%	-9%	0%	-2%	-3%	-4%	0%	4%
COc1cccc(S(=O)(=O)N2CCN(Cc3ccc4c(c3)OCO4)CC2)c1	1%	-14%	-12%	0%	-8%	1%	-1%&-10%	-7%	7%	13%
Fc1ccccc1C1CCN(Cc2nc(COc3ccccc3)no2)C1 (stereo not given)	-12%	6%	-15%	-4%	-7%	-1%	-1%	1%	26%	3%
Cc1noc(C)c1NC(=O)Nc1ccc2c(c1)C(=O)N([C@H](C)CO)C[C@H](C)[C@@H](CN(C)S(=O)(=O)c1ccc(F)cc1)O2	·	-3%	9%	·	·	·	·	-1%	·	-2%
COc1cc(/C=N/Nc2ccccc2C(F)(F)F)ccc1O	4%	8%	?	?	5%	10%	13µM*	18%	11%	6%
CCOC(=O)c1nnn(-c2nonc2NC(C)=O)c1C	1%	-12%	-14%	-2%	-3%	1%	0%	1%	-14%	4%
O=S(=O)(c1ccccc1)c1cccc(S(=O)(=O)N2CCCCC2)c1	?	-10%	0%	14%	-2%	22%	?	-2%	-31%	9%
CCOC(=O)c1cc(C#N)c(SCC(=O)OC)[nH]c1=O	3%	2%	-35%	-8%	3%	1%	-3%	0%	-13%	2%
COc1ccc(/C=C2\CC/C(=C\c3ccc(OC)c(OC)c3)C2=O)cc1OC	16µM*	28%	-44%	-6%	?	1%	1.2µM*	12%	2.2µM*	-1%
COc1ccc(/C=N/Nc2cc(C)nc(N3CCOCC3)n2)cc1OC	-2%	-1%	42%	17%	10%	9%	6.7µM*	2%	-5%	-1%
CCOc1ccc(NC(=S)NC(=O)c2ccco2)cc1	?	?	7.1µM*	1.4µM*	5%	2µM*	11µM*	16%	6.3µM*	-21%
CN(C(=O)C1CCCC1)C1CCS(=O)(=O)C1 (stereo not given)	·	5%	-22%	-5%	·	0%	4%	2%	·	0%
CCn1nc(C(=O)N2CCN(Cc3ccc4c(c3)OCO4)CC2)c2ccccc2c1=O	-2%	-1%	-8%	1%	-7%	1%	0%	4%	2%	-1%
COc1ccccc1C(=O)Nc1ccnn1C1CCN(C(=O)C(C)(C)C)CC1	-5%	-5%	24%	-3%	4%	2%	-7%	-2%	8%	8%
C=CCc1cccc(CNc2ccc(S(=O)(=O)Nc3nccnc3OC)cc2)c1O	-1%	0%	-6%	4%	-2%	-3%	-1%	-24%	22%	1%
CCN(CC(=O)Nc1ccc(NC(C)=O)cc1)C(=O)C1CCCN(C(=O)c2ccc(Cl)cc2)C1 (stereo not given)	·	-1%	-8%	-3%	·	0%	2%	5%	·	-3%
CC(=O)Nc1ccc(-n2nnnc2SCC(=O)NCc2cccs2)cc1	-15%	0%	-18%	-9%	-1%	-3%	1%	9%	4%	1%
COc1ccc2ccc(O)c(CN3CCN(S(=O)(=O)c4cc([N+](=O)[O-])ccc4C)CC3)c2c1	·	8%	-25%	-3%	·	-3%	-3%	14%	·	-12%
CC(=O)N1CCC(O)(c2ccc3c(c2)OCO3)CC1	·	·	-12%	-1%	-5%	-5%	0%	0%	·	0%
COc1ccc(NC(=O)CSc2nnc(-c3cccnc3)s2)cc1	-6%	-2%	-19%	-7%	5%	-5%	1%	-1%	-8%	1%
CC(C)N1CCN(C(=O)C2CCC(=O)N(CCc3cccc(F)c3)C2)CC1 (stereo not given)	·	·	2%	0%	3%	1%	-2%	2%	·	9%
CC(=O)OC1c2c(ccc3ccc(=O)oc23)OC(C)(C)C1OC(=O)CC(C)C (stereo not given)	?	8%	-8%	1%	19%	-2%	4%	0%	?	6%
COc1ccccc1CNC(=O)c1ccc(NC2=NC3CS(=O)(=O)CC3S2)cc1 (stereo not given)	-1%	2%	0%	-2%	-2%	-6%	0%	1%	-12%	15%
CCCCN(C(=O)c1ccc([N+](=O)[O-])o1)c1c(N)n(CCCC)c(=O)[nH]c1=O	·	18%	-28%	-2%	·	-1%	4%	-16%	·	?
CCOc1ncccc1C(=O)Nc1ccccc1N1CCOCC1	·	-14%	-38%	·	·	·	·	-2%	·	0%
Cc1ccc(S(=O)(=O)c2nc(S(=O)(=O)c3ccc(C)cc3)c(NCc3ccco3)s2)cc1	-5%	-3%	0%	0%	0%	-5%	0%	-1%	14%	·
COC(=O)C1=NNC(C(=O)c2ccco2)C1c1ccc(OC)cc1 (stereo not given)	-1%	3%	-7%	-10%	3%	-2%	-8%	0%	16%	-8%
COc1cc2c(cc1NC(=O)CCCN1C(=O)CCC1=O)oc1ccccc12	3%	10%	?	17%	-11%	20%	?	?	29%	1%
COCC(=O)Nc1sc2c(c1C(=O)OC)CCCC2	-13%	9%	-17%	0%	2%	-1%	-16%	-4%	36%	2%
CCCCn1c(N)c(S(=O)(=O)c2ccc(C)cc2)c2nc3ccccc3nc21	-23%	5%	-56%	?	7%[11.5 µM]	-1%	1%	-6%	?	3%
Cc1ccc(S(=O)(=O)NCC(=O)OCC(=O)NCc2ccco2)cc1	·	3%	-7%	·	·	·	·	0%	·	0%
COC(=O)c1cc(S(=O)(=O)NCC2CCN(Cc3cc(C)ccc3C)CC2)cn1C	3%	14%	5%	-8%	-8%	1%	3%	-2%	-20%	-4%
COc1ccc(OC)c(S(=O)(=O)N2CCCC(N3CCN(c4ccccc4)CC3)C2)c1 (stereo not given)	-9%	-27%	-18%	-2%	-7%	-4%	0%	-2%	13%	-13%
CC1(C(=O)O)CCC(C(=O)N2CCCCC2)C1(C)C (stereo not given)	-3%	0%	-4%	-7%	2%	-6%	-1%	0%	-14%	0%
CC(=O)Nc1ccc(C(=O)COC(=O)C2CCCCC2)c(F)c1	·	13%	1%	2%	·	2%	0.67µM*	6%	·	3%
Cc1cccc(Nc2ncc3c(n2)CC(c2ccco2)CC3=O)c1 (stereo not given)	?	-3%	60%	0%	6%	-2%	2%	0%	?	3%
Cc1[nH]c2ccc(C(C)C)cc2c1CC(=O)O	-7%	-3%	0%	1%	-1%	-5%	-7%	0%	10%	-1%
O=C(CC1C(=O)NCCN1Cc1cccc(Oc2ccccc2)c1)NCCc1cscn1 (stereo not given)	-11%	-4%	-11%	0%	0%	-4%	-5%	-5%	12%	9%
CN=C1CC(SC)=C1c1ccc(C)cc1	11%	13%	-1%	-8%	25%	-13%	-13%	9%	-4%	-2%
CCCCCCn1c(CN2CCN(CCO)CC2)nc2c1c(=O)n(C)c(=O)n2C	-7%	1%	-3%	-4%	-10%	-1%	1%	5%	-1%	4%
CCOC(=O)C1CCN(C(=O)CN(C)S(=O)(=O)c2cc(C)ccc2OC)CC1	3%	-3%	8%	-11%	-15%	-1%	-2%	0%	-13%	·
Cc1ccc(N(CC(=O)NCc2cccnc2)S(C)(=O)=O)cc1C	7%[0.365 µM]	-7%	15%	-7%	-5%	-1%	1%	-1%	-6%	-1%
COc1cccc(O)c1CN1CCC(C(=O)Nc2ccc(-c3cccc(C)c3)cc2)CC1	14µM*	·	-66%[inhibitor]	0%	1%	10%	2%	-16%	10µM*	-16%
Cc1cc(Cl)ccc1Oc1ncnc2oc(-c3ccccc3)cc12	-14%	6%	-5%	4%	-2%	3%	-1%	-3%	5%	-7%
COc1cc(CC(=O)OCC(=O)Nc2ccc3c(c2)OCCO3)cc(OC)c1OC	-7%	8%	11%	1%	·	-1%	1%	1%	11%	10%
Cc1cccc(C)c1OCc1cc(C(=O)N(Cc2nccn2C)C(C)C)no1	-11%	18%	5%	5%	-3%	6%	-8%	-9%	-12%	11%
COc1ccc(CCC(=O)NC2CCCCC2)cc1	2%	-1%	-4%	-1%	-5%	-1%	-2%	-13%	9%	5%
CCCc1nc2oc(C(=O)c3ccccc3)c(N)c2c2c1COC(C)(C)C2	5%	1%	-29%	1%	-1%	-2%	-1%	11%	13%	4%
CC(=O)Nc1ccc(NC(=O)COC(=O)Cc2c[nH]c3ccccc23)cc1	11%	13%	-7%	-1%	-6%	-3%	-17%	1%	24%	-3%
Cc1ccc(O)c(NC(=O)c2onc(C)c2Cl)c1	?	21%	-42%	-6%	-3%	18%	17µM*	?	19%	?
